PG9 Ab binder = PG9 antibody binding by small molecule | TR-FRET gp120-PG9 antibody binding | hit rate 0.43% among 360,000 | inhibition, % at 6.7 µM; in the data active = inhibition above about 8.5%
rCAG binder = molecules binding r(CAG) RNA repeats; r(CAG) RNA repeat, TO-PRO-1 dye displacement fluorescence; inhibition, % at 3 µM; hit rate 1.3% among 370,000; AID 651821;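 active = inhibition above the plate cutoff, the mean of all test compounds on that plate plus 3 SD, cut at about 35% in these data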;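 also: 0% = DMSO alone and 100% = 100 µM mitoxantrone as full dye displacement; higher means more dye released from RNA so lower well fluorescence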
Rev-erbA mod = modulators of human Rev-erb alpha DNA binding; P20393; hit rate 0.79% among 370,000; Rev-erbα–FITC-DNA binding, fluorescence polarization, 90 min; activity, % at 10 µM;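 active = activity above about 14%, limit read from the data; passing the limit was not always enough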;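 also: 0% = DMSO wells with 35 nM protein and 100% = DMSO wells with 750 nM protein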
NPR1 activator = GC-A (human) enzyme activation. P16066. HEK293 GC-A cells, cGMP TR-FRET, EC30 ANP; 0% at EC30 ANP, 100% saturating ANP. activation, % at 10 µM. hit rate 0.14% among 370,000. AID 1671463; in the data active = activation above about 40%
HTRA1 inh = blocks human HTRA1 serine peptidase. recombinant HTRA1, FP-rhodamine activity-based probe, fluorescence polarization. inhibition, % at 5.96 µM. hit rate 0.5% among 340,000; in the data active = inhibition above about 36%;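 also: 0% = enzyme with DMSO and 100% = wells lacking enzyme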
Target sequence (Q92743 whole entry, looked up): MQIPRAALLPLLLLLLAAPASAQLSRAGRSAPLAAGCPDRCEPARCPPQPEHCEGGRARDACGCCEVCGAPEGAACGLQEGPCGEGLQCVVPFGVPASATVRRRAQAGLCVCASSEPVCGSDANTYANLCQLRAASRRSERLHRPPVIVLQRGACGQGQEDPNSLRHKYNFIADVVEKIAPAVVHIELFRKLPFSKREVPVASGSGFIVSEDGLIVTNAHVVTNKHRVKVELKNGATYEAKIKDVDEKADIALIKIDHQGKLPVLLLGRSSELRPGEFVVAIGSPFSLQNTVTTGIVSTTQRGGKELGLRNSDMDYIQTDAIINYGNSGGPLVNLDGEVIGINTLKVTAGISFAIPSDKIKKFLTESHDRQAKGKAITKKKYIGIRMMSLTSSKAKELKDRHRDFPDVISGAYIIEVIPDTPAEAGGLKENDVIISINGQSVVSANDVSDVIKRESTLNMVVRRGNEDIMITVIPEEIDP
SMARCA2 activ = SMARCA2 function activation, primary screen. AID 652017. MG213 cells, MMTV-luciferase reporter, dexamethasone, overnight. activation, % at 9.1 µM. hit rate 1% among 370,000; in the data active = activation above about 7.8%;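 also: 0% = vehicle wells and 100% = reference activator wells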
ARFGAP1 inhibitor = rat ARFGAP1 inhibition | hit rate 0.26% among 360,000 | Q62848 | inhibition, % at 16.5 µM | Arfgap1-stimulated ARF1 GTP hydrolysis, GDP FP detection;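 active = inhibition above a per-plate limit, mean inhibition of low control wells plus 3 SD, cut at about 25% in these data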;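 also: 0% = DMSO wells with enzyme and 100% = wells lacking Arfgap1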
Target sequence (Q62848 1-136 limits assumed): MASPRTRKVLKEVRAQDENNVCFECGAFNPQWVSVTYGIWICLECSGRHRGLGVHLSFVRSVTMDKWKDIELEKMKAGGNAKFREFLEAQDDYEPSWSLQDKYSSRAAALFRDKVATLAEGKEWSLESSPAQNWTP
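Material: truncated rat Arfgap1 GAP domain; Incubation: compound-enzyme preincubation 20 min, reaction 120 min, detection 60 min, 25 °C; Read-out: percent inhibition of Arfgap1-stimulated GTP hydrolysis; Technique: FP, GDP Alexa 633 tracer displaced from anti-GDP antibody, 620/688 nm; Controls: No-Arfgap1 wells (100%) versus DMSO full-reaction wells (0%); Replication: single well per compound.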
ABHD4 inh = ABHD4 (mouse) inhibition, primary FP screen | inhibition, % at 8.92 µM | Q8VD66 | purified mABHD4, FP-Rh probe fluorescence polarization | hit rate 0.54% among 370,000;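 active = inhibition exceeding the mean over every tested compound plus 3 SD, cut at about 30% in these data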;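 also: 0% = plate median of compound wells and 100% = S159A mutant with DMSO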
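system = mouse ABHD4 enzyme, wild type | medium = HEPES pH 7.0, NaCl, Pluronic buffer | also added = FP-Rh probe | incubation = Enzyme–compound pre-incubation 45 min, then probe 60 min, both 25 °C | technique = fluorescence polarization, excitation 525 nm, emission 598 nm, BODIPY TMR filters | controls = S159A mutant high control, sample median low control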
GC-B act = GC-B (human) receptor activation | P20594 | activation, % at 10 µM | hit rate 0.11% among 370,000 | AID 1920062 | HEK293-GC-B cells, CNP EC30, cGMP TR-FRET; 0% at EC30 CNP, 100% saturating CNP;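 active = activation at 10 µM reaching about 35% in either raw or pattern-adjusted values, limit read from the data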
ASAP1 inh = inhibitors of human ASAP1 ArfGAP activity | Q9ULH1 | ASAP1-stimulated ARF1 GTP hydrolysis, GDP FP detection | inhibition, % at 16.5 µM | hit rate 0.19% among 360,000 | AID 624377; in the data active = inhibition above about 25%;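 also: 0% = vehicle with enzyme and substrate and 100% = no enzyme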
Target sequence (Q9ULH1 325-724 limits assumed): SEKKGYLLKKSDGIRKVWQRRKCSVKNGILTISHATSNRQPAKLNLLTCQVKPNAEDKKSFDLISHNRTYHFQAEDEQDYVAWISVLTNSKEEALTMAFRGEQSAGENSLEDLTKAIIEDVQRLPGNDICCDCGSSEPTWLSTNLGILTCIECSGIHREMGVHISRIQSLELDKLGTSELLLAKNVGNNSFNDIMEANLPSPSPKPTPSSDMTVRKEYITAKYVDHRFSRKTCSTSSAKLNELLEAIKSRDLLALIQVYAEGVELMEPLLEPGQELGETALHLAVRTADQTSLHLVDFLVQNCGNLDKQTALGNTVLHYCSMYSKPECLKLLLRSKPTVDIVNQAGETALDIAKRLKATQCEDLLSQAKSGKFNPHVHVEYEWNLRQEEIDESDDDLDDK
* marks the source's active call; other numbers are inactive results; · = not tested or not shown.

SMILES	PG9 Ab binder	rCAG binder	Rev-erbA mod	NPR1 activator	HTRA1 inh	SMARCA2 activ	ARFGAP1 inhibitor	ABHD4 inh	GC-B act	ASAP1 inh
CCCCNC(=O)C(=O)N/N=C/c1ccc(OCC(=O)Nc2cccc(OC)c2)c(OC)c1	-1.6	0	-8	-3	0	0	14	-1	2	15
COc1ccc(Cn2c(=N)c(C(=O)NC3CCCCC3)cc3c(=O)n4ccccc4nc32)cc1	0.5	2	4	28	-5	-1	-3	10	23	-2
Clc1ccccc1OCCCCn1ccnc1	0.7	-4	-3	4	1	-1	-3	2	-1	6
Cc1cccc(NC(=O)CSc2ccc(-c3ccc4c(c3)OCO4)nn2)c1C	-0.5	-4	9	8	0	1	10	-6	4	12
Cc1nn(CC(=O)Nc2cc(S(=O)(=O)N3CCOCC3)ccc2Cl)c(C)c1[N+](=O)[O-]	-1.9	0	3	1	6	2	-6	-6	-4	-7
CCOC(=O)Cc1nnc(NC(=O)CCc2ccccc2)s1	-0.1	0	4	3	0	-2	7	-8	5	5
COc1ccc(C(OC(=O)c2ccco2)C(=O)NC(C)(C)C)cc1 (centres undefined)	-0.9	-5	-5	-1	2	-5	16	-3	2	4
CCC(C)NS(=O)(=O)c1ccc(OCC(=O)NCc2ccco2)cc1 (centres undefined)	0.2	0	-1	-3	2	-2	-3	9	-4	0
COc1ccc(OC)c2sc(N3CCN(C(=O)c4ccc5ncsc5c4)CC3)nc12	-1.8	-2	-5	-2	-4	-1	7	1	3	-21
COCCn1c(N)c(Sc2ccc(C)cc2)c(=O)[nH]c1=O	-0.9	0	0	2	1	0	-4	3	4	-9
Cc1cc(C)cc(OCc2nnc(SCC(=O)N3CCCCC3)o2)c1	0.1	0	-1	3	-1	-1	8	6	0	-8
CN(C1=NS(=O)(=O)c2ccccc21)c1ccc(OC(=O)c2ccccc2)cc1	-2.1	0	1	2	4	-1	-1	4	2	21
CCCCCOc1ccc(/C=N/NC(=O)c2nnn(-c3nonc3N)c2CN2CCCCCC2)cc1	2.6	3	-1	1	-5	3	24	5	6	10
C(=N\n1cnnc1)/c1cccc(OCCOc2ccccc2)c1	-5.0	-5	3	3	-7	5	-1	-6	-3	7
COC(=O)c1cc2ccsc2n1CC(=O)N(C)c1ccccc1	-0.3	-5	3	-10	-2	-4	17	-13	-10	9
OCCNCc1cccc(OCc2ccccc2Cl)c1	-2.5	6	0	-12	0	-2	-1	0	-5	14
CC1=NN(C(N)=S)C(=O)C1N=Nc1ccc(F)cc1 (centres undefined)	-3.8	4	-1	-1	3	3	8	4	-2	-7
COc1ccc(-c2cnc(SCC(=O)Nc3ccc4c(c3)OCO4)n2Cc2ccco2)cc1	-2.2	2	-5	-10	-27	-3	6	-4	-11	0
Cc1cc(NC(=O)COC(=O)/C=C/c2ccc(C)o2)no1	-3.0	-1	2	-2	8	-2	-6	6	3	7
CCN(c1ccccc1)S(=O)(=O)c1ccc(C(=O)NCC2(N(C)C)CCCCC2)cc1	-5.4	2	1	0	5	1	10	2	0	-13
CC(C)C1C(=O)N(Cc2cn(CCC3OCCO3)nn2)CCS(=O)(=O)N1Cc1ccc(-c2ccccc2C(F)(F)F)cc1 (centres undefined)	-0.5	3	4	-2	·	1	9	-17	3	9
CCN1C(=O)c2cccc3c(S(=O)(=O)NCc4ccccn4)ccc1c23	-1.5	0	12	7	-4	-1	-4	-1	3	0
CNc1ccc(Br)cc(C(=O)/C=C/c2ccc(Cl)cc2Cl)c1=O	0.7	34	-5	-4	64*	-4	-3	33*	-3	0
O=C(Cn1cccc1C(=O)c1ccccc1)NCc1ccc(Cl)cc1	0.4	-4	-2	-4	-4	-1	-1	-6	-3	6

3 of the compounds above, with each value named:
> CCN1C(=O)c2cccc3c(S(=O)(=O)NCc4ccccn4)ccc1c23
  PG9 Ab binder = -1.5 | rCAG binder = 0 | Rev-erbA mod = 12 | NPR1 activator = 7 | HTRA1 inh = -4 | SMARCA2 activ = -1 | ARFGAP1 inhibitor = -4 | ABHD4 inh = -1 | GC-B act = 3 | ASAP1 inh = 0

> CNc1ccc(Br)cc(C(=O)/C=C/c2ccc(Cl)cc2Cl)c1=O
  PG9 Ab binder = 0.7 | rCAG binder = 34 | Rev-erbA mod = -5 | NPR1 activator = -4 | HTRA1 inh = 64* | SMARCA2 activ = -4 | ARFGAP1 inhibitor = -3 | ABHD4 inh = 33* | GC-B act = -3 | ASAP1 inh = 0

> O=C(Cn1cccc1C(=O)c1ccccc1)NCc1ccc(Cl)cc1
  PG9 Ab binder = 0.4 | rCAG binder = -4 | Rev-erbA mod = -2 | NPR1 activator = -4 | HTRA1 inh = -4 | SMARCA2 activ = -1 | ARFGAP1 inhibitor = -1 | ABHD4 inh = -6 | GC-B act = -3 | ASAP1 inh = 6

Next part:
SMILES	PG9 Ab binder	rCAG binder	Rev-erbA mod	NPR1 activator	HTRA1 inh	SMARCA2 activ	ARFGAP1 inhibitor	ABHD4 inh	GC-B act	ASAP1 inh
COc1ccc(NC(=O)C(CC(C)C)NS(=O)(=O)c2ccc3c(c2)CCN3C(C)=O)cc1OC (centres undefined)	-0.4	-3	-1	3	-2	-2	-3	7	3	17
CCOC(=O)CC[C@@]1(C(=O)OCC)C[C@@H](CC(=O)N2CCN(C(=O)c3ccco3)CC2)C(=O)N2CCCC=C21	·	3	3	-1	·	0	·	6	1	·
CC1CCCCC1NC(=O)C1CCC(CNS(=O)(=O)c2cccc3cccnc23)CC1 (centres undefined)	-1.4	0	-1	9	0	-2	16	3	2	6
COc1ccc(NC(=O)C(=O)NNC(=O)COc2ccc(OC)cc2)cc1	-0.8	2	0	3	5	0	-7	3	-7	0
Cc1cc(C)nc(NC(=S)NC(=O)c2ccccc2F)n1	-1.1	1	6	3	·	1	3	6	0	-10
O=C(NC1CCCC1)C(c1ccncc1)N(C(=O)c1csnn1)c1ccccc1F (centres undefined)	0.8	1	-2	5	3	-1	-4	3	-8	-10
COC(=O)Cc1cc(=O)n2[nH]c(SC)nc2n1	0.5	1	2	0	6	1	18	-8	7	9
COc1ccc(-c2nnc(NC(=O)C3=COCCO3)o2)cc1	-1.0	0	2	-1	1	-1	-7	3	4	8
C=CCN1C=CC(=O)[C@@H](OC(=O)Nc2ccc(Br)cc2)[C@H]1c1ccccc1Br	-1.4	4	3	-7	-40	-6	5	-30	-2	-16
CCOc1ccccc1CN1CCN(Cc2nc3ccccc3s2)CC1CCO (centres undefined)	-2.4	-8	-5	-3	-2	1	-2	-6	-1	-2
Cc1nc2ccccc2c(C)c1C(=O)c1ccccc1	-2.3	-4	8	2	-4	-1	-4	4	-4	3
COc1cccc(CNC(=O)CN2CCCc3ccccc32)c1OC	·	3	-8	-1	·	2	·	4	-9	·
O=C(c1ccc(OC2CCN(Cc3ccc(F)cc3)CC2)cc1)N1CCCC1	-2.7	-7	1	2	0	4	-1	7	2	5
CCOc1ccc(C(=O)OCC(=O)N2CCOCC2)cc1OCC	0.8	0	1	0	-5	4	13	7	7	16
CCOC(=O)Cn1nnnc1CN(Cc1cccs1)Cc1cc2cc(C)cc(C)c2[nH]c1=O	0.4	12	3	-3	-54	-3	3	0	-9	-6
CC(C)(C)c1ccc(C(=O)N2CCC(C(=O)c3ccccc3)CC2)cc1	-1.8	-2	3	-1	-20	-1	-10	-3	-1	-7
Cc1ccc(C)c(N=Cc2cc3c(cc2[N+](=O)[O-])OCO3)c1	-3.2	22	-2	-3	48*	2	4	50*	1	9
CCN(C(C)=O)c1nc(CSc2nnc(NC(C)C)s2)cs1	0.5	2	-3	-5	2	5	-17	5	-1	4
CCOc1ccc(C(=O)N2CCN(c3ccccn3)CC2)cc1	0.5	-9	1	-2	7	-1	1	0	0	3
C#CCNc1ccc(C(=O)OCC)cc1	-0.6	4	-4	6	-2	6	15	-2	5	-6
COc1cccc(-c2oc3c(c2C(=O)OCCN(C)C)C(O)CCC3)c1 (centres undefined)	-1.0	-2	-4	-1	·	4	1	3	-1	-7
CCCCN1C(=O)C(CC(=O)NCCN2CCOCC2)CC(C(=O)N(CC)CC)=C1C (centres undefined)	1.0	0	5	3	0	0	0	-1	5	-2
CCOC(=O)C1CCN(Cc2ccc(C(=O)OC)cc2)CC1	·	·	-4	1	-1	·	·	·	-5	·
COC(=O)[C@@H](NS(=O)(=O)c1cc(Br)ccc1Br)C(C)C	-0.3	-2	5	-7	-2	3	-4	-3	-5	1

Profiles, looked up by structure:
Listed for Cc1cc(C)cc(OCc2nnc(SCC(=O)N3CCCCC3)o2)c1 → PG9 Ab binder: 0.1; rCAG binder: 0; Rev-erbA mod: -1; NPR1 activator: 3; HTRA1 inh: -1; SMARCA2 activ: -1; ARFGAP1 inhibitor: 8; ABHD4 inh: 6; GC-B act: 0; ASAP1 inh: -8
Listed for CCCCCOc1ccc(/C=N/NC(=O)c2nnn(-c3nonc3N)c2CN2CCCCCC2)cc1 → PG9 Ab binder: 2.6; rCAG binder: 3; Rev-erbA mod: -1; NPR1 activator: 1; HTRA1 inh: -5; SMARCA2 activ: 3; ARFGAP1 inhibitor: 24; ABHD4 inh: 5; GC-B act: 6; ASAP1 inh: 10
Listed for CCOc1ccccc1CN1CCN(Cc2nc3ccccc3s2)CC1CCO (centres undefined) → PG9 Ab binder: -2.4; rCAG binder: -8; Rev-erbA mod: -5; NPR1 activator: -3; HTRA1 inh: -2; SMARCA2 activ: 1; ARFGAP1 inhibitor: -2; ABHD4 inh: -6; GC-B act: -1; ASAP1 inh: -2

(further entries)
SMILES	PG9 Ab binder	rCAG binder	Rev-erbA mod	NPR1 activator	HTRA1 inh	SMARCA2 activ	ARFGAP1 inhibitor	ABHD4 inh	GC-B act	ASAP1 inh
CCOC(=O)c1ccc(NC(=O)c2ccc[n+]([O-])c2)cc1	-2.1	-1	5	5	-3	4	15	-2	-1	7
O=C(c1ccco1)N1CCN(C(=O)c2cc3sccc3n2Cc2ccccc2)CC1	1.8	3	1	-7	-14	-3	5	-1	-1	7
CC(C)Cn1c(=O)c(CCC(=O)Nc2ccc(N3CCOCC3)cc2)nc2cc(Cl)ccc21	0.3	-2	-5	-7	35	-1	2	-1	-4	-28
COc1cccc(N(CC(=O)Nc2cccc(C(C)=O)c2)S(C)(=O)=O)c1	-1.6	1	-1	4	1	0	-14	-1	-2	2
CSc1nc(N)nc2c1ncn2C1OC(CO)C(O)C1O (centres undefined)	-0.1	1	0	3	5	1	-4	1	-3	2
C=CCc1cc(Cl)ccc1OCCOCCN(C)C	-0.8	-5	3	-1	2	-4	8	2	-3	-1
COc1ccc(S(=O)(=O)NCc2cccnc2)cc1C(=O)Nc1ccccc1	-2.6	0	-4	1	2	-1	-1	3	-3	-5

Screens: PubChem, several laboratories
